Yeast superoxide: yeast age-related superoxide inhibition as caloric restriction mimetic | actives 0.18% (n = 330,000) | AID 2690 | superoxide response (% of plate mean), % at 10 µM | S. cerevisiae aged cells, superoxide DHE fluorescence; stronger effect = lower value;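 active = superoxide response under a set limit, about three screen SD below normal, cut at about 65% in these data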;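 also: yeast aged for seven days with compound at 30 °C before DHE staining; 100% = average MFI of all compound-treated wells on the plate with controls excluded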
GRK2 inh: blocks RNA aptamer binding to human GRK2. P25098. bead flow cytometry, FAM-aptamer displacement from GRK2. inhibition of aptamer binding, % at 10 µM. actives 0.59% (n = 330,000). AID 488847;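 active = inhibition of aptamer binding above 40%, roughly 3 SD of noise, on plates passing a quality check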;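 also: median bead fluorescence of bound FAM aptamer so fluorescent compounds give negative values; no value below 0 was filed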
LAP4 TOR yeast: modulators of TOR pathway LAP4-GFP in S. cerevisiae; S. cerevisiae LAP4-GFP multiplex, flow cytometry GFP, 3 h; median GFP as percent of DMSO wells; GFP response vs DMSO, % at 10 µM; actives 0.34% (n = 320,000); AID 2023;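 active = GFP response vs DMSO above a set limit, about the screen mean plus 3 SD, cut at about 150% in these data; inconclusive = under 70 cell events counted for the yeast strain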
MEP2-GFP yeast: modulators of TOR pathway MEP2-GFP in S. cerevisiae. S. cerevisiae MEP2-GFP strain, flow cytometry GFP, 3 h; 100% = DMSO control level. GFP response vs DMSO, % at 10 µM. actives 0.51% (n = 330,000). AID 2016;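 active = GFP response versus DMSO above a set limit, roughly screen mean plus 3 SD, cut at about 180% in these data; inconclusive = fewer than 70 cells counted for a yeast strain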;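 also: median GFP fluorescence of the barcode-gated MEP2-GFP cells per well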
VLA-4 inh: inhibition in a human VLA-4 binding assay. P13612. VLA-4 expressing cells, ligand binding flow cytometry. inhibition, % (about 7 µM as worked out from the volumes in the protocol). actives 0.2% (n = 330,000). AID 2557; in the data active = inhibition above about 50%
Target sequence (P13612 whole entry, looked up): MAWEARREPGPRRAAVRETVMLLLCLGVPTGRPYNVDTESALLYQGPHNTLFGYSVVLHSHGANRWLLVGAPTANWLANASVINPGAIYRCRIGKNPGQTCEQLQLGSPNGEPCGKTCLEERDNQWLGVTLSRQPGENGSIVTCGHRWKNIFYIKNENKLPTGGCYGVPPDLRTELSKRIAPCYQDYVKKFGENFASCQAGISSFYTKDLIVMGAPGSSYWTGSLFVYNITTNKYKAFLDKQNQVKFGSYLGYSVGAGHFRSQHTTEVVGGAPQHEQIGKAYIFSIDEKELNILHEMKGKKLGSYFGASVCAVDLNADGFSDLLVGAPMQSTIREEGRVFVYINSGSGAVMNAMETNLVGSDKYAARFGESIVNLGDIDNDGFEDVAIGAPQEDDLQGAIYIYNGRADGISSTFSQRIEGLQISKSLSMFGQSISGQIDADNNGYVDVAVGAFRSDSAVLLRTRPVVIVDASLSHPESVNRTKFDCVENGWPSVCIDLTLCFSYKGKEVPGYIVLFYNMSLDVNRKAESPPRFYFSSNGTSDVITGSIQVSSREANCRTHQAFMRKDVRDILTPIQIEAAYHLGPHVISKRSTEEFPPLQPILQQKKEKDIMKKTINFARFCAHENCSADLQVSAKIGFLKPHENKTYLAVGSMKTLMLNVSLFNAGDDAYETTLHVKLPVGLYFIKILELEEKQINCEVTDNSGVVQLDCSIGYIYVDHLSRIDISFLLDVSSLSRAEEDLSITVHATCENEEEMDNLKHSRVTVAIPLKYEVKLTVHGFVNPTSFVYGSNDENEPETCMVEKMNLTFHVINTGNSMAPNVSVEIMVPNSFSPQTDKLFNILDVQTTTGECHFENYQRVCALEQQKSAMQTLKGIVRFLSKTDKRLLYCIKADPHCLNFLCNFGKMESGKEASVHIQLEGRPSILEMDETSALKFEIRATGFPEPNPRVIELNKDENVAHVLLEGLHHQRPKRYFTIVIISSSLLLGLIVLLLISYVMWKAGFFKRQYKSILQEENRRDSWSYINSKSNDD
RPL19A-GFP yeast: yeast TOR pathway RPL19A-GFP modulation. percent response vs DMSO, % at 10 µM. S. cerevisiae RPL19A-GFP strain, flow cytometry, 3 h; stronger effect = lower value. AID 2025. actives 0.3% (n = 330,000);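 active = percent response vs DMSO below 50%; inconclusive = fewer than 70 events counted for the yeast strain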;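 also: median channel GFP fluorescence of the barcoded RPL19A-GFP strain; ratio of sample median GFP to plate DMSO average so 100% = DMSO; lower means less RPL19A-GFP as with rapamycin TOR inhibition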
AGP1-GFP MLPCN: modulators of TOR pathway AGP1-GFP in S. cerevisiae; GFP response vs DMSO, % at 10 µM; AID 2066; actives 0.02% (n = 320,000); S. cerevisiae AGP1-GFP multiplex flow cytometry, 3 h; GFP as percent of DMSO wells;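 active = GFP response relative to DMSO above a set limit, near screen average plus 3 SD, cut at about 150% in these data; inconclusive = fewer than 70 cells counted for the yeast strain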;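 also: median GFP channel fluorescence of the gated AGP1 strain per well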
CIT2 TOR yeast: modulators of TOR pathway CIT2-GFP in S. cerevisiae; GFP response vs DMSO, % at 10 µM; S. cerevisiae CIT2-GFP strain, flow cytometry, 3 h; 100 means same as DMSO wells; actives 0.065% (n = 320,000);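 active = GFP response relative to DMSO above a set limit, near the screen mean plus 3 SD, cut at about 150% in these data; inconclusive = Fewer than 70 cells measured for a yeast strain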;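 also: ratio of well median GFP fluorescence to mean of DMSO wells on the plate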
An asterisk follows results filed as active; i = inactive; ? = inconclusive; nt = no result given; [ ] = remark or other dose.

SMILES	Yeast superoxide	GRK2 inh	LAP4 TOR yeast	MEP2-GFP yeast	VLA-4 inh	RPL19A-GFP yeast	AGP1-GFP MLPCN	CIT2 TOR yeast
O=[N+]([O-])c1ccc(N/N=C/c2ccccc2)c(F)c1	107.7	0.0	107.2	102.1	-8.6	109.8	102.1	112.8
CCc1nc(N2CCN(C(=O)c3ccco3)CC2)c2c3c(sc2n1)CCCC3	108.6	1.0	100.5	99.5	-30.4	96.5	98.7	87.1
NC(=O)c1ccc(NC(=O)C2CCCC2)cc1	99.8	3.0	95.8	105.7	-16.2	102.1	100.2	96.8
CCc1ccc(OCC(=O)Nc2ccc3[nH]ncc3c2)cc1	90.0	2.0	99.5	102.2	31.3	103.9	101.2	97.9
Cc1cc(NCCc2ccc(Cl)cc2)n2ncnc2n1	118.5	0.0	91.8	103.7	23.9	105.3	100.4	105.5
COc1ccc(N2C(=O)C(CC(=O)Nc3ccccc3)N(CCc3ccc(OC)c(OC)c3)C2=O)cc1 (stereo not drawn)	91.2	3.0	94.3	101.7	i	103.2	100.9	104.2
CSc1nccc(N/N=C/c2ccccc2)n1	88.9	0.0	98.3	98.2	7.7	96.0	87.5	83.4
CC(C)(C)OC(=O)COc1cc(OCC(=O)OC(C)(C)C)c2c(=O)cc(-c3ccccc3)oc2c1	127.7	0.0	97.8	103.8	-13.2	99.6	99.5	101.7
CCOn1c(=O)c(-c2ccc(Br)cc2)[n+]([O-])c2ccccc21	93.8	8.0	105.5	104.6	1.7	102.3	105.2	100.1
CCC(C)c1ccccc1NC(=O)CN(C)CC(=O)Nc1ccccc1SC (stereo not drawn)	81.3	0.0	98.3	111.1	-0.8	105.0	103.4	108.8
Cc1ccc(NCCc2ccc(C)nc2)cc1	87.9	1.0	100.3	104.8	6.2	95.9	105.8	98.5
O=C(C1=C[C@H](c2ccc3c(c2)OCO3)C[C@H](OCc2ccc(CO)cc2)O1)N1CCCCCCC1	97.4	4.0	128.0	90.5	-3.4	95.7	88.6	117.6
COc1ccccc1/C(C)=N/Oc1cc(N)cc([N+](=O)[O-])c1	95.6	0.0	110.7	98.4	-0.3	97.2	94.6	86.9
CC(=O)C1=C(O)C(=O)N(c2ccc(Br)cc2)C1c1ccc([N+](=O)[O-])cc1 (stereo not drawn)	97.7	0.0	96.7	99.6	2.9	103.9	95.9	100.0
COc1ccc(C=O)cc1CSc1ccccn1	107.2	0.0	113.3	95.8	21.6	92.6	101.2	89.5
COc1ccc(S(=O)(=O)N2CCCCC2)cc1NC(=O)CCNC(=O)c1ccccc1Cl	94.9	8.0	100.8	96.7	-6.0	99.1	107.6	96.7
Cc1oc(-c2ccccc2F)nc1CS(=O)CC(=O)NCc1ccccc1 (stereo not drawn)	109.0	2.0	100.2	100.0	23.6	102.8	100.0	101.6
CC(CC(=O)O)NCC1COc2ccccc2O1 (stereo not drawn)	87.8	0.0	101.5	101.0	8.3	96.3	93.4	94.1
COC(=O)[C@@H]1C[C@@H]2CC[C@@H](O)C[C@@H]2N1Cc1ccc(N2CCN(C)CC2)cc1	108.7	0.0	101.6	103.0	10.3	101.1	116.2	98.7
O=C1NC[C@@H](Cc2ccc(O)cc2)N(CC2CCCCC2)C1=O	103.2	2.0	92.9	100.5	-6.3	101.1	102.1	101.6

4 of the entries above in order of their number in RPL19A-GFP yeast, largest number first:
Molecule | RPL19A-GFP yeast
O=C1NC[C@@H](Cc2ccc(O)cc2)N(CC2CCCCC2)C1=O | 101.1
COc1ccc(S(=O)(=O)N2CCCCC2)cc1NC(=O)CCNC(=O)c1ccccc1Cl | 99.1
COc1ccccc1/C(C)=N/Oc1cc(N)cc([N+](=O)[O-])c1 | 97.2
CC(CC(=O)O)NCC1COc2ccccc2O1 (stereo not drawn) | 96.3

New compounds follow.
SMILES	Yeast superoxide	GRK2 inh	LAP4 TOR yeast	MEP2-GFP yeast	VLA-4 inh	RPL19A-GFP yeast	AGP1-GFP MLPCN	CIT2 TOR yeast
CC(C)(C)NC(=O)c1ccc2c(c1)CCO2	97.6	0.0	115.8	105.6	13.6	105.8	116.5	103.6
CCC(=O)c1ccc(OCC(=O)Nc2ccc(N3CCOCC3)cc2N2CCOCC2)cc1	96.1	0.0	94.5	98.0	-4.8	103.9	100.0	100.5
CCOC(=O)C1CCN(S(=O)(=O)c2ccc3c(ccn3C)c2)CC1	92.2	1.0	106.6	95.1	3.9	94.2	102.3	91.1
Cc1ccnc(NC(=O)CNC(=O)c2ccccc2)c1	79.0	2.0	100.9	101.9	5.1	97.2	102.9	106.8
CCc1ccc(C(=O)Cn2cnc3cc([N+](=O)[O-])ccc3c2=O)cc1	101.2	2.0	101.4	96.0	5.3	98.4	99.6	96.0
Cc1c(OCC(=O)OC(C)(C)C)ccc2c3c(c(=O)oc12)CCC3	95.5	0.0	97.7	97.2	0.3	96.8	nt	96.0
O=C(N/N=C(\Cc1ncc[nH]1)c1ccccc1)c1ccccc1	106.6	0.0	100.6	92.2	2.7	95.0	96.1	97.8
CNC(=O)NC(=O)COC(=O)c1ccc(-n2c(C)ccc2C)cc1	101.8	4.0	94.2	101.9	-2.8	99.7	98.5	103.2
CCN(CC(=O)NCc1ccco1)S(=O)(=O)c1ccc(OC)cc1	129.0	0.0	102.5	93.0	-6.8	95.8	99.0	86.3
COc1ccc(Cc2noc(CN(C)CC3CCN(Cc4ccccc4)CC3)n2)cc1OC	120.9	0.0	103.5	98.7	-4.8	98.9	109.6	111.9
CCc1nn(-c2ccccc2)c(=S)c2ccccc12	98.7	3.0	102.7	101.8	2.2	98.5	94.7	100.5
COc1ccc(CCNC(=O)COC(=O)Cc2ccccc2[N+](=O)[O-])cc1	107.1	2.0	91.5	93.0	-5.7	94.8	94.9	83.6
COc1ccc(/C(N)=N/OC(=O)c2ccc3c(c2)OCO3)cc1	114.8	0.0	108.7	103.7	11.3	100.6	78.4	106.2
CCn1c(=O)c2c(nc3n2CCCN3Cc2ccccc2)n(C)c1=O	100.9	5.0	85.4	101.5	-0.2	104.3	94.6	99.7
CCOC(=O)c1ccc(S(=O)(=O)N2CCC(C(=O)NCc3ccccc3OC)CC2)cc1	95.7	2.0	95.7	92.9	0.0	91.7	93.5	89.1
CNC(=O)NC(=O)C(C)OC(=O)c1oc2ccccc2c1CSc1ccc(Cl)cc1 (stereo not drawn)	114.6	1.0	91.4	95.3	2.8	100.7	95.8	96.7
O=[N+]([O-])c1c(Nc2ccccc2O)cc(N2CCOCC2)c2nonc12	99.3	7.0	95.8	103.1	0.7	98.9	104.2	109.8
O=C(CN1C(=O)c2ccccc2C1=O)Nc1cc([N+](=O)[O-])ccc1O	102.0	2.0	103.8	90.0	12.5	101.6	100.2	88.3
Cc1cc(C)cc(NC(=O)c2cc(C)n(Cc3cccs3)c2C)c1	106.8	0.0	100.5	91.7	18.2	94.4	92.6	88.2
CCN(CC(=O)Nc1c(F)cccc1F)C(=O)c1ccc(S(=O)(=O)N2CCC(C)CC2)cc1	92.0	4.0	100.8	101.0	-0.4	106.9	109.8	95.2
O=c1c2ccccc2nc2ccc(N3CCOCC3)nn12	94.2	0.0	108.1	105.8	-0.5	105.6	102.7	104.9
O=C(C1CC1)N1CCN(c2ccc([N+](=O)[O-])cc2)CC1	86.1	0.0	113.2	100.6	9.6	97.6	103.9	96.6
Cc1ccc(-n2c(=O)c(C#N)cc3c(=O)n4cccc(C)c4nc32)cc1	98.1	3.0	83.2[may fluoresce violet]	150.1[may fluoresce violet]	2.6	42.5*[may fluoresce violet]	22.0[may fluoresce violet]	?
CCOC(=O)NC(=O)/C(N=Nc1cc(C)cc(C)c1)=C(\C)O	108.5	0.0	107.8	100.3	15.5	97.2	101.6	98.5
COc1ccc(CNC(=O)C(C)OC(=O)CO/N=C(\C)c2ccc3c(c2)OCO3)cc1 (stereo not drawn)	85.8	0.0	97.7	94.6	10.9	96.7	98.7	84.9
CC(C)CCNC(=O)CCn1nc(-c2ccc(Cl)cc2)ccc1=O	106.1	0.0	101.1	117.0	0.3	108.8	101.1	109.5
Cc1cc(N2C(=O)CC(Cc3ccc(Cl)cc3)C2=O)no1 (stereo not drawn)	104.0	6.0	107.6	102.3	7.2	101.1	105.8	103.9
O=C(NCCc1ccc(F)cc1)Nc1ccc2c(c1)OCO2	107.0	0.0	93.3	103.3	7.4	102.6	96.8	102.3
COc1ccc(C(=O)COC(=O)c2sc(C)nc2C)cc1F	101.7	2.0	91.4	100.0	-14.5	91.4	94.1	97.1
Cc1cc(N2CCC(C)CC2)n2ncc(-c3ccccc3)c2n1	100.6	3.0	98.8	94.8	19.2	98.0	95.5	83.5
COc1cc2ncnc(NCc3cc(F)ccc3F)c2cc1OC	82.7	1.0	65.9	83.9	7.5	88.9	93.6	91.3
Cc1c(/C=N/NC(=O)c2ccc(Br)o2)cnn1C	100.7	1.0	108.2	104.6	-2.1	106.5	102.9	96.6
CC(=O)Nc1ccc(NC(=O)[C@H](C)NC(=O)c2ccco2)cc1	123.9	0.0	93.1	103.6	6.1	102.4	94.7	99.7
COc1ccc(NC(=O)CSc2nnc(-c3ccncc3)o2)c(OC)c1	90.0	0.0	107.7	92.7	25.0	95.2	104.9	96.7
COc1ccc(OCC(=O)Nc2ccc(N3CCN(C(=O)c4ccccc4C)CC3)cc2)cc1	96.8	0.0	101.7	93.1	-9.5	88.1	91.5	101.6
COc1ccc(C(=O)NC(C)C2CC3CCC2C3)c(OC)c1 (stereo not drawn)	73.7	1.0	104.5	93.5	-4.5	101.0	103.2	100.5
Clc1ccc(Cn2cc(Br)cn2)cc1Cl	111.2	0.0	112.7	98.4	8.6	94.2	100.4	95.6
COc1cc(CNc2ccc(CNc3ncn[nH]3)cc2)ccc1OCc1ccccc1	102.7	0.0	95.2	106.1	4.2	106.1	100.2	102.7
O=C(O)c1ccc(N=NN2CCCC2)cc1	98.3	0.0	129.1	100.5	-5.6	96.8	92.1	89.9
O=C(NC(c1ccccc1)c1ccccc1)C1CCCC1	108.5	1.0	89.9	102.2	-31.6	103.2	106.7	109.2
O=C(O)c1ccc(Cn2cc(/C=C\[N+](=O)[O-])c3ccccc32)o1	103.6	0.0	90.2[may fluoresce red and violet]	97.5[may fluoresce red and violet]	-1.3	?	96.0[may fluoresce red and violet]	?
CC1(C)c2ccccc2N2CC(=O)N[C@@]21/C=C/C=C/c1ccccc1	110.6	3.0	99.5	101.2	7.8	99.5	96.0	100.8
COc1ccc(OC)c(NC(=O)CN2C(=O)CSc3ccc(S(=O)(=O)N4CCCC4)cc32)c1	98.9	0.0	113.2	107.7	0.4	104.8	110.7	113.2
O=C(OCc1ccc(Cl)cc1)c1ccccc1C(=O)c1ccccc1	90.8	0.0	101.1	93.8	-2.7	93.5	102.3	103.5
CC(C)N1C(=O)N(c2cccc(Cl)c2)C(C)(O)CC1(C)C (stereo not drawn)	105.9	0.0	90.8	105.9	2.7	109.9	94.9	97.4
O=C1CSC(=S)N1N=C1CCCCCC1	85.0	0.0	110.7	99.5	2.1	95.1	95.3	101.0
COc1cccc(NC(=S)NNC(=O)Cn2nc([N+](=O)[O-])cc2C)c1	97.2	1.0	86.9	106.9	-6.8	86.0	95.5	nt
CCCc1ccc(-c2ccc(C(=O)O)cc2)nc1	92.7	0.0	120.5	111.5	1.8	99.4	93.6	89.7

From PubChem
